Bioassay records (PubChem BioAssay)
GSIS activator: GLuc luminescence reporter in INS-1E cells, primary screen for activators of glucose-dependent secretion of insulin | 370,000 tested, 0.61% active | INS-1E GLuc reporter insulin secretion, 2-3 h | AID 743287 | activation, % at 16.6 µM;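 active = lowest replicate activation of at least 40%, so every replicate reaches that level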;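 also: 0% = median of neutral control wells and 100% = median of IBMX positive control wells; some compounds called inactive have numbers as strong as hits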
Cneo AK release: causes C. neoformans cell lysis; lysis activity, % at 15 µM; 360,000 tested, 0.2% active; adenylate kinase release luminescence, 4 h; normalised: neutral wells 0, clomiphene wells 100;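 active = mean lysis activity across replicates of at least 80%, whatever share of replicates individually reach that level; inactive = mean lysis activity below 80%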
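Material: C. neoformans cells | Amount: Yeast cell density of 5 × 10^6 cells/mL | Medium: Fresh YPD growth medium | Dosing: Single dose | Times: Static 4 h at 37 °C with compound, 1 h detection | Detection: AK luminescence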
ARNT-TACC3 inh: ARNT/TACC3 interaction disruption | Q9Y6A5 | AlphaScreen His-ARNT PAS-B/GST-TACC3 binding, luminescence; TACC3 fragment carries E629A point mutation | inhibition, % at 9.99 µM | 390,000 tested, 0.66% active | AID 623870;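 active = mean inhibition of replicates at least 50% and at least half of replicates each reaching 50%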;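 also: 0% = complete ARNT plus TACC3 wells and 100% = ARNT alone without TACC3; many hits fall short of the cut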
PGC1a acetyl inh: PGC1a acetylation modulation, inhibitor mode; U2OS PGC1a acetylation, AlphaScreen anti-acetyl-lysine; with virally co-expressed GCN5 acetyltransferase; inhibition, % at 15.6 µM; 350,000 tested, 0.17% active; AID 651687;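 active = every replicate shows inhibition of at least 40%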;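 also: 0% = neutral control wells and 100% = positive control wells; some results beyond the cut were filed as inactive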
PAX8 inh HTS: lowers PAX8-driven luciferase in RMG-I cells; RMG-I TPO-luciferase reporter, SteadyGlo, 24 h; inhibition, % at 12.6 µM; 360,000 tested, 1.2% active;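 active = mean replicate inhibition at least 60% with every replicate also reaching 60%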;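 also: luciferase light reporting Pax8 driven TPO promoter activity; plate controls were median of neutral control wells for no effect and mitoxantrone controls for full effect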
Statin myotox sup: suppression of simvastatin myotoxicity; C2C12 myotubes + simvastatin, ATP luminescence, 48 h; scaled: DMSO 0, geranylgeraniol control 100; 330,000 tested, 0.78% active; rescue of ATP level, % at 7.49 µM; AID 602340;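 active = mean ATP rescue above about 67%, or every replicate alone reaching that limit, limit read from the data, passing the limit was not always enough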;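 also: myotubes were challenged with 10 µM simvastatin during compound exposure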
LGR2 antag: Drosophila LGR2 receptor signaling inhibition. HEK293 LGR2, CRE-luciferase, bursicon-stimulated, 4 h. inhibition, % at 9.99 µM. 380,000 tested, 0.35% active;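 active = drop in luminescence signal, shown as inhibition above about 50% in the replicate tests, limit read from the data, passing the limit was not always enough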;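 also: agonist challenge used bursicon conditioned medium at about half maximal strength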
PglD DTNB: inhibitors of Campylobacter jejuni PglD acetyltransferase; purified PglD enzyme, DTNB colorimetric CoA detection; 360,000 tested, 0.098% active; inhibition, % at 12.5 µM; AID 602405; in the data active = inhibition above about 16%, passing the limit was not always enough; also: strong numbers were not always called active
An asterisk follows results filed as active; · = not tested or not shown. Random draw from the library; 2.9% or so of the library scored in one or more.

compound	GSIS activator	Cneo AK release	ARNT-TACC3 inh	PGC1a acetyl inh	PAX8 inh HTS	Statin myotox sup	LGR2 antag	PglD DTNB
CO[C@@H]1CN(C)C(=O)c2ccc(NC(=O)C3CCOCC3)cc2OC[C@@H](C)N(C(C)=O)C[C@H]1C	18	1	-17	-1	2	-12	-4	4
COCC#Cc1cnc2c(c1)C(=O)N([C@H](C)CO)C[C@@H](C)[C@H](CN(C)C(=O)c1cccnc1)O2	14	-3	-3	-2	·	0	5	3
COc1nc2c(c(-c3cc(Br)cs3)c1C#N)Cc1ccccc1-2	-3	5	-4	7	-11	-16	1	-4
Cc1noc(C)c1S(=O)(=O)Nc1ccc2c(c1)C(=O)N([C@@H](C)CO)C[C@@H](C)[C@H](CN(C)Cc1ccc(Oc3ccccc3)cc1)O2	16	1	8	2	·	-3	11	0
c1ccc(Sc2ccncc2)cc1	·	13	·	-1	-16	-2	-3	0
COCCCNC(=O)c1cc(Sc2nnc(C)s2)nc2ccccc12	2	-3	-3	-16	27	4	6	6
Cc1cccc(NC(=O)CSCC(=O)NCc2ccco2)c1	-5	-6	·	·	9	9	-7	-1
COc1ccc(CC(=O)Nc2nc(-c3ccc(F)c(F)c3)cs2)cc1	-43	0	·	-39	11	29	4	2
COc1ccc(-c2cnc3c(c2)C(=O)N([C@@H](C)CO)C[C@H](C)[C@@H](CN(C)S(C)(=O)=O)O3)cc1	-4	81*	-9	-10	·	-2	18	-3
Cc1ccccc1NC(=S)N(CCN(C)C)C(C)c1ccccn1 (stereo not drawn)	8	-2	35	6	·	-22	·	-2
CSCC[C@H](N)C(=O)N1CCC(C(=O)N[C@H](C)C(=O)NC(C)c2ccccc2)CC1 (stereo partly drawn)	0	1	-13	9	·	-4	-26	6
O=C(O)/C=C/C(=O)NNc1ccc([N+](=O)[O-])cc1	-5	·	5	-6	-4	·	-5	·
COc1ccc(CC(=O)OCC(=O)c2ccc(F)cc2)cc1	19	0	-12	5	5	-4	-9	-1
c1ccc(-n2nnnc2Sc2n[nH]c(-c3ccncc3)n2)cc1	·	0	2	11	·	9	·	1
CC(=O)Nc1ccc(S(=O)(=O)NCc2nc(-c3ccccc3C)no2)cc1	-5	-2	-3	5	3	3	-7	-3
Cc1ccc(S(=O)(=O)Nc2cccc3c2O[C@@H](CN(C)C(=O)Nc2cccc4ccccc24)[C@H](C)CN([C@H](C)CO)C3=O)cc1	7	·	·	0	21	15	8	·
CC(=O)C(C)Oc1ncn(-c2ccccc2)n1 (stereo not drawn)	19	-2	-8	9	·	2	-32	3
C[C@H](NC(=O)C[C@H]1C[C@@H]2c3cc(NC(=O)CC4CC4)ccc3O[C@@H]2[C@H](CO)O1)c1ccccc1	1	-4	-5	-2	·	-1	-12	2
CC(=O)Cc1nsc(NC(=O)c2ccc(-c3ccc(Cl)cc3Cl)o2)n1	·	-1	7	0	·	-7	·	2
Cc1cc(NC(=O)c2ccc(C)c([N+](=O)[O-])c2)no1	-15	·	1	-3	-11	·	-14	·
C[C@H](CO)N1C[C@H](C)[C@H](CN(C)Cc2ccccn2)Oc2cc(-c3ccccc3)ccc2S1(=O)=O	-16	-11	-1	-9	·	-13	3	-3
Cc1nn(-c2ccccc2)c(C)c1N	-1	2	14	-3	20	12	2	6
CCN1CCN(C(=O)/C(C#N)=C/c2ccc(OC(F)F)cc2)CC1	-4	-2	-26	5	8	2	12	-1
COc1ccc(CNC(=S)Nc2ccc(-c3ccccc3)cc2)cc1	3	6	-6	-7	-5	4	-7	2
Cc1ccc(CNc2ccccc2C(=O)O)s1	-6	0	-2	·	0	-5	-13	-2

Additional structures
compound	GSIS activator	Cneo AK release	ARNT-TACC3 inh	PGC1a acetyl inh	PAX8 inh HTS	Statin myotox sup	LGR2 antag	PglD DTNB
Cc1ccc(NC(=O)Cn2ncc3c([nH]c4ccccc43)c2=O)cc1Cl	7	1	1	-11	-14	1	3	-2
COC(=O)c1ccc(-n2c(C)cc(C(=O)CSc3ccc(NC(C)=O)cc3)c2C)cc1	-3	·	-1	·	-5	·	18	·
COc1cccc(NC(=O)C2Cc3ccccc3CN2C(=O)c2ccco2)c1 (stereo not drawn)	7	0	3	20	-15	8	-72	4
CC1CCc2nc(NC(=O)c3ccc(N4C(=O)CCC4=O)cc3)sc2C1 (stereo not drawn)	1	-2	1	3	-5	13	9	-3
CN(C(=O)c1ccc2c(c1)CCN2S(C)(=O)=O)c1ccccc1	-6	-1	-9	-3	-13	-6	2	6
COc1ccc(COC(=O)c2c(C)nn(-c3ccccc3)c2Cl)cc1	-12	1	-2	·	-40	1	-24	-2
Cc1noc(C)c1NC(=O)N(C)C[C@@H]1Oc2ccc(NC(=O)Nc3cccc4ccccc34)cc2C(=O)N([C@H](C)CO)C[C@H]1C	-8	1	0	15	3	0	-9	0
CC(=O)Nc1cc(C(=O)N2CCc3ccccc3C2)ccc1Sc1ccc(F)cc1	-19	1	7	-4	1	·	15	0
CCCS(=O)(=O)N1CCCC(C(=O)N2CCN(c3ccccn3)CC2)C1 (stereo not drawn)	·	1	-1	3	·	-3	·	0
Nc1ccn(C2CCCO2)c(=O)n1 (stereo not drawn)	6	0	-4	-1	-13	-1	4	1
O=C(OCC(=O)N1CCN(c2ccccc2)CC1)c1cccc(Cl)c1	·	1	-23	-2	2	12	·	1
CCC1CCCCN1C(=O)COc1c(Br)cc(Br)c2cccnc12 (stereo not drawn)	-21	·	-4	·	40	·	11	·
O=C(NNC(=O)C12CC3CC(CC(O)(C3)C1)C2)c1csc(N2CCOCC2)n1	28	7	3	·	7	14	-4	-4
CCCNC(=O)N1C[C@H](O)COC[C@@H]2O[C@H](CC(=O)N3CCOCC3)CC[C@H]21	8	1	-4	4	-2	-13	-6	3
NC(=O)c1cc([N+](=O)[O-])ccc1NCCc1ccccc1	3	-1	4	·	12	-4	-1	-7
C[C@@H]1CN([C@H](C)CO)C(=O)c2cccc(NC(=O)c3cnccn3)c2O[C@@H]1CN(C)S(=O)(=O)c1ccc(F)cc1	1	·	·	-3	·	-24	12	·
CC(C)(C)C(=O)NCC12C=CC(O1)C1C(=O)N(c3ccccc3)C(=O)C12 (stereo not drawn)	14	1	-2	-4	·	-26	-4	3
O=C(Nc1ccc2c(c1)OCO2)C1CCN(S(=O)(=O)Cc2ccccc2)CC1	·	0	1	-9	·	9	·	0
COc1cc(S(=O)(=O)NCc2ccc3c(c2)OCO3)ccc1F	19	·	-4	·	6	-1	-12	·
c1cnc2c(Oc3ncnc4sccc34)cccc2c1	13	-2	3	·	6	1	23	-2
COc1ccc(NC(=O)Nc2ccc3c(c2)[C@H]2C[C@@H](CC(=O)NC4CCCCC4)O[C@@H](CO)[C@H]2O3)cc1	9	-23	-7	-1	-5	-2	-13	-2
CCN(CC)C(=O)c1c(-c2ccccc2)oc2ccc(OC)cc12	0	·	-1	·	4	·	-6	·
CCOC(=O)N1CCN(C(=O)c2ccc3c(=O)n(Cc4ccccc4OC)c(=S)[nH]c3c2)CC1	·	-1	25	-1	29	19	·	6
Cc1noc(C)c1NC(=O)Nc1ccc2c(c1)C(=O)N([C@@H](C)CO)C[C@@H](C)[C@H](CN(C)S(C)(=O)=O)OCCCC[C@@H](C)O2	4	·	·	-3	-16	·	24	·
Cc1cc(S(=O)(=O)N2CCN(CC(=O)NCCc3cccs3)CC2)ccc1Br	-26	-1	·	·	14	2	11	4

Remaining list, next part:
compound	GSIS activator	Cneo AK release	ARNT-TACC3 inh	PGC1a acetyl inh	PAX8 inh HTS	Statin myotox sup	LGR2 antag	PglD DTNB
Cn1c(COc2ccc([N+](=O)[O-])cc2)nnc1SCC(=O)NCC1CCCO1 (stereo not drawn)	7	1	4	·	-8	21	10	-5
COCCn1c(C)cc(C(=O)CN2C(=O)NC3(CCCCCC3)C2=O)c1C	7	2	-2	·	-199	4	-46	-2
CC(=O)N1c2ccc(S(=O)(=O)N3CCC(C(=O)NCCc4ccc(Cl)cc4)CC3)cc2CC1C (stereo not drawn)	-22	2	-13	-11	20	-1	-9	-1
CC(=O)N1CCN(c2ccc(NCc3cccs3)cc2)CC1	·	0	6	13	7	·	·	-1
COc1cc(/C=C2\SC(=O)NC2=O)ccc1Oc1cnccn1	-4	·	0	18	-33	1	-5	·
Cc1nc(/C(N)=N/OC(=O)c2cccc(Cl)c2)c(C(F)(F)F)o1	3	1	-1	·	-4	0	0	-16
CCOC(=O)c1ccc(CNS(=O)(=O)c2c(C)ccc3nsnc23)o1	·	4	-3	·	·	1	·	-4
CO[C@@H]1CN(C)C(=O)c2ccc(NC(=O)Nc3cc(F)ccc3F)cc2OC[C@@H](C)NC[C@@H]1C	-11	-1	3	-17	·	-22	14	3
CC(C)C[C@H](NC(=O)c1nc[nH]c1C(=O)N[C@@H](CCCCNC(=O)OC(C)(C)C)C(=O)OC(C)(C)C)C(=O)OC(C)(C)C	·	1	13	-3	102*	4	·	4
CC(C)C[C@H](NC(=O)C1CC(=O)N(c2ccc3c(c2)OCO3)C1)C(=O)NCc1ccco1 (stereo partly drawn)	6	-3	-2	2	14	1	-1	0
CC1CN(C(=O)CCNC(=O)c2ccc(Br)cc2)CC(C)O1 (stereo not drawn)	18	·	-3	·	-3	-1	8	·
NS(=O)(=O)c1cc(C(=O)Nc2ccc3c(c2)CCC3)ccc1Cl	-7	-3	-4	9	-100	4	-39	2
O=C(C[C@H]1CC[C@H](NC(=O)c2cnccn2)[C@H](CO)O1)NCc1ccccc1F	13	-1	7	6	4	3	-3	-3
CC(C)NC(=O)c1c(O)c2ccccc2[nH]c1=O	-4	1	5	-97	·	-3	-30	-7

Four entries from above, as labelled records.
O=C(Nc1ccc2c(c1)OCO2)C1CCN(S(=O)(=O)Cc2ccccc2)CC1
  GSIS activator = ·; Cneo AK release = 0; ARNT-TACC3 inh = 1; PGC1a acetyl inh = -9; PAX8 inh HTS = ·; Statin myotox sup = 9; LGR2 antag = ·; PglD DTNB = 0

COc1cc(S(=O)(=O)NCc2ccc3c(c2)OCO3)ccc1F
  GSIS activator = 19; Cneo AK release = ·; ARNT-TACC3 inh = -4; PGC1a acetyl inh = ·; PAX8 inh HTS = 6; Statin myotox sup = -1; LGR2 antag = -12; PglD DTNB = ·

c1cnc2c(Oc3ncnc4sccc34)cccc2c1
  GSIS activator = 13; Cneo AK release = -2; ARNT-TACC3 inh = 3; PGC1a acetyl inh = ·; PAX8 inh HTS = 6; Statin myotox sup = 1; LGR2 antag = 23; PglD DTNB = -2

COc1ccc(NC(=O)Nc2ccc3c(c2)[C@H]2C[C@@H](CC(=O)NC4CCCCC4)O[C@@H](CO)[C@H]2O3)cc1
  GSIS activator = 9; Cneo AK release = -23; ARNT-TACC3 inh = -7; PGC1a acetyl inh = -1; PAX8 inh HTS = -5; Statin myotox sup = -2; LGR2 antag = -13; PglD DTNB = -2
